# TRPC4 potent = positive allosteric modulators of TRPC4, primary screen, cell-based, mouse TRPC4beta, HEK293 mu-opioid, Fluo-4 calcium; AID 2227, 2009; actives 0.42% (n = 310,000); B-score at 10 µM; DAMGO EC20, Fluo-4 Ca2+ flux; hits give high values;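 active means B-score of calcium response area above 5 SD of library B-scores, with initial fluorescence ratio within 5 SD of library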;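 further: B-score of integrated fluorescence ratio over time as area under calcium response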
# Target sequence (Q9QUQ5 whole entry, looked up): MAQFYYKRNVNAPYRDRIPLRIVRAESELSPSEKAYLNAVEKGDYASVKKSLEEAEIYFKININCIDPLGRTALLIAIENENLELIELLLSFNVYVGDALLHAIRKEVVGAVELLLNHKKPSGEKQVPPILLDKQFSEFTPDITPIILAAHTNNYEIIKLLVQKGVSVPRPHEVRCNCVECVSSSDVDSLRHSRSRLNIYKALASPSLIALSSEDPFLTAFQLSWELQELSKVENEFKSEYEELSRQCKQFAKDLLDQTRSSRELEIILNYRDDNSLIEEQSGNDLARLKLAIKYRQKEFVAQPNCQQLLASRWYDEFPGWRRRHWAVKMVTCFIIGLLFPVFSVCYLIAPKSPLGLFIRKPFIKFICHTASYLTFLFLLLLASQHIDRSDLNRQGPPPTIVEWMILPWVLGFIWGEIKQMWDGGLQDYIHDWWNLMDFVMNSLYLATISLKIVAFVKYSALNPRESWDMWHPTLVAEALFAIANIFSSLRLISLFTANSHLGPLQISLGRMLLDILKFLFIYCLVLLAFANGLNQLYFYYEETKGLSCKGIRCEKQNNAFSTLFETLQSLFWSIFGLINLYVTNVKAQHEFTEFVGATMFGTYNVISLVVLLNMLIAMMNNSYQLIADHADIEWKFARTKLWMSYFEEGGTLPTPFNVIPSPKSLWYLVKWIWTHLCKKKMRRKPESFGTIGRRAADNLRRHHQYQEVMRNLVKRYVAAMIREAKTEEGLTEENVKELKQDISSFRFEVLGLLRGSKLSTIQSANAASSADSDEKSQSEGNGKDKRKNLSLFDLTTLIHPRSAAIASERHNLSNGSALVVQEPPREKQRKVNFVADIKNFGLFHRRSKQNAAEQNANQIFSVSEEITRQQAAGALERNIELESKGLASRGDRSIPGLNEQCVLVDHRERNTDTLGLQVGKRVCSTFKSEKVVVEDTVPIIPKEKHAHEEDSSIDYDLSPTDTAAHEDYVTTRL
# MrgX1 antagonist = antagonists of human MrgX1 receptor, primary screen, HEK293 cells, Fluo-4 calcium flux; BAM8-22 antagonism; hits give low values; B-score at 10 µM; actives 1.3% (n = 310,000);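 active means calcium-response B-score plate-corrected more than 3 library SD below zero, starting fluorescence within 5 deviations, no agonist response on first addition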;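 further: peak minus trough fluorescence over baseline after final BAM8-22 challenge near maximal dose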
# TRPC6 inh = mouse TRPC6 channel inhibitors, primary screen, cell-based, HEK293, membrane potential dye | Short transient receptor potential channel 6 (Mus musculus), Q61143 | ACh-evoked depolarization; hits give low values | B-score at 10 µM | actives 1.1% (n = 310,000) | AID 2553, 2010;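 active means B-score under library mean minus 3 SD, initial fluorescence not abnormally high, positive integrated signal ratio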;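 further: B-score derived from integrated fluorescence ratio over the kinetic read; more negative B-score means stronger inhibition of depolarization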
# TRPC4 block = inhibitors of mouse TRPC4 channel, primary screen, Fluo4 calcium, HEK293 TRPC4beta/mu-opioid cells | Short transient receptor potential channel 4 (Mus musculus), Q9QUQ5 | DAMGO-evoked Fluo4 calcium flux; hits give low values | B-score at 10 µM | actives 0.39% (n = 300,000);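 active means B-score over 3 SD under the library average, no early fluorescence shift, positive overall ratio signal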
#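 Assay system: TRPC4beta/mu-opioid receptor HEK293 cell line; compound dosing: single concentration per test compound; detection: Fluo4 Ca2+ flux fluorescence; evaluation: per-well B score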
# MrgX1 allo act = positive allosteric modulators of MrgX1, primary screen, HEK293 cells, Fluo-4 calcium flux; B-score at 10 µM; FDSS; hits give high values; actives 0.63% (n = 310,000); Mas-related G-protein coupled receptor member X1 (Homo sapiens), Q96LB2;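 active means plate-corrected calcium response at least 3 library SD above typical, normal starting fluorescence, not activating the receptor alone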;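 further: compound read alongside a low EC10 to EC30 dose of BAM8-22 agonist; peak minus trough fluorescence over baseline measured at the second addition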
# SKKanGAS inh = S. pyogenes SKKanGAS growth inhibitors in kanamycin, primary screen, streptokinase expression inhibitor project, SKKanGAS strain, BacTiter-Glo luminescence. actives 1.3% (n = 300,000). AID 1662, 2009. 6 h. inhibition, % at 7.5 µM;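 active means mean replicate score, as percent of positive control median, at least 50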;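 further: strain carries kanamycin resistance gene driven by streptokinase promoter and grows in 40 µg/ml kanamycin; loss of luminescence reflects streptokinase promoter inhibition or plain growth inhibition; 0% = median of DMSO wells and 100% = positive control at its reference dose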
# TMEM16A act = TMEM16A chloride channel activators or potentiators, primary screen, cell-based, HTS | HEK293 TMEM16A/YFP-H148Q/I152L, iodide quench fluorescence; hits give low values | B-score at 10 µM | actives 0.3% (n = 340,000) | AID 623877, 2012;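 active means fluorescence-ratio B-score plate-corrected deviation score at least 3 library SD below zero, with starting fluorescence score within 5 deviations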;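 further: channel opened by trigger with iodide after compound preincubation; score built on the fluorescence ratio of max minus min over baseline; more negative score means more quench and so TMEM16A activation or potentiation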
# TMEM16A inh = TMEM16A chloride channel inhibitors, primary screen, cell-based, HTS. HEK293 TMEM16A/YFP iodide influx fluorescence, ionomycin. normalized B-score (activity score, 25-100; higher = stronger inhibition) at 10 µM. actives 1.2% (n = 310,000). AID 588511, 2011;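 active means ratio plate-corrected score three or more library SD toward inhibition, starting fluorescence score within five deviations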;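 further: score derived from kinetic fluorescence span divided by baseline fluorescence per well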
# TRPC4 agonist = activators of mouse TRPC4 channel, primary screen, Fluo4 calcium, HEK293 TRPC4beta/mu-opioid cells; Short transient receptor potential channel 4 (Mus musculus), Q9QUQ5; Fluo4 calcium fluorescence; hits give high values; B-score at 10 µM; actives 0.49% (n = 310,000);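 active means B-score above 5 SD of library B-scores, and initial fluorescence ratio not above library mean plus 5 SD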;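 further: positive B-score marks a calcium rise read as TRPC4 activation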
#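 Technique: kinetic Fluo4 calcium fluorescence; Test system: TRPC4beta and mu-opioid receptor HEK293 stable cells; Measure: B-scored integrated calcium fluorescence ratio; Benchmarks: low control buffer alone, high control maximal DAMGO; Schedule: 45 min room-temperature Fluo4 loading, 110 s read.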
# MrgX1 agonist = agonists of human MrgX1 receptor, primary screen, HEK293 cells, Fluo-4 calcium flux; Fluo-4 calcium fluorescence, agonist mode; hits give high values; Mas-related G-protein coupled receptor member X1 (Homo sapiens), Q96LB2; actives 0.44% (n = 310,000); B-score at 10 µM;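 active means calcium response B-score plate-corrected fluorescence ratio at least 3 library SD, with starting fluorescence B-score inside 5 SD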
#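 Test system: Stable human MrgX1 HEK293 cell line | Schedule: Overnight plating before 1 h dye loading | Read-out basis: Baseline-normalised fluorescence change ratio, B-scored | Detection: Kinetic calcium dye fluorescence, Fluo-4 NW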
# TRPC6 act = mouse TRPC6 channel activators, primary screen, cell-based, HEK293, membrane potential dye; Short transient receptor potential channel 6 (Mus musculus), Q61143; HEK293-TRPC6 membrane potential dye fluorescence; hits give high values; B-score at 10 µM; actives 0.13% (n = 310,000); AID 2550, 2010;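 active means B-score of the integrated fluorescence ratio above library mean plus 3 SD, and starting fluorescence ratio within library mean plus 5 SD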;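 further: higher score means more depolarization so channel activation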
# The depositor's hits bear a star; i = inactive; x = not tested or not shown.
compound | TRPC6 act | TRPC4 agonist | TRPC4 block | TMEM16A act | MrgX1 allo act | TMEM16A inh | MrgX1 agonist | MrgX1 antagonist | SKKanGAS inh | TRPC4 potent | TRPC6 inh
O=C(Nc1ccc(CN2CCS(=O)(=O)CC2)cc1)c1ccc(Cl)cc1 | i | i | i | i | i | i | i | i | 26 | i | i
Cc1ccc(NC(=O)C2CC(=O)n3c(nc4ccccc43)N2)cc1C (stereo unspecified) | i | i | i | i | i | i | i | i | -2 | i | i
O=C(NC(NNc1ccc([N+](=O)[O-])cc1)(C(F)(F)F)C(F)(F)F)c1ccc(F)cc1 | i | i | i | i | i | 100* | i | i | 8 | i | i
CCOC(=O)CN/C=C(\C#N)c1ccc(F)cc1 | i | i | i | i | i | i | i | i | -28 | i | i
CC1=C(C(N)=O)C(c2cccc(O)c2)n2nc(CCCO)nc2N1 (stereo unspecified) | i | i | i | i | i | i | i | -4.7* | 1 | i | i
CCOC(=O)c1cnc(SCC(=O)Nc2cc(OC)ccc2OC)nc1N | i | i | i | i | i | i | i | i | 2 | i | i
Cc1cc(C)n(C(=O)CCC(=O)Nc2ccc(C)c(C)c2)n1 | i | i | i | i | i | i | i | i | -2 | i | i
O=[N+]([O-])c1ccc(F)c(N=Cc2ccc(Br)s2)c1 | i | i | i | i | i | i | i | i | 1 | i | i
Cc1cccnc1NC(=O)c1cccc(S(=O)(=O)N2CCN(c3ccc(F)cc3)CC2)c1 | i | i | i | i | i | i | i | i | -5 | i | i
CC(C)c1ccc(NC(=O)C2CCCCC2C(=O)O)cc1 (stereo unspecified) | i | i | i | i | i | i | i | i | 2 | i | i
N#Cc1ccc(S(=O)(=O)NC2CCN(Cc3ccccc3)CC2)cc1 | i | i | i | i | i | i | i | i | -2 | i | i
CC(Oc1ccccc1)C(=O)Nc1oc(-c2ccco2)c(-c2ccco2)c1C#N (stereo unspecified) | i | i | i | i | i | i | i | i | 7 | i | i
CNC(=S)N(CCc1c(C)[nH]c2ccc(C)cc12)Cc1cccs1 | i | i | i | i | i | i | i | i | 7 | i | i
C/C=C/C(=O)OCC(=O)Nc1ccc(SC(F)F)cc1 | i | i | i | i | i | i | i | i | -12 | i | i
CCCCC(=O)NCCc1ccc(S(N)(=O)=O)cc1 | i | i | i | i | i | i | i | i | 3 | i | i
Cc1ccccc1C(=O)N=c1sccn1C | i | i | i | i | i | i | i | i | 0 | i | i
COc1ccccc1CNC(=O)c1cc(-c2ccccc2)nn1CC1CC(c2cccnc2)=NO1 (stereo unspecified) | i | i | i | i | i | i | i | i | -5 | i | i
COc1ccc(N2CCN(C(=O)c3oc4ccccc4c3C)CC2)cc1 | i | i | i | i | i | i | i | i | -5 | i | i
CN(C)c1ccc(C(C(=O)NCC2CCCO2)N(Cc2ccco2)C(=O)c2snc(C(N)=O)c2N)cc1 (stereo unspecified) | i | i | i | i | i | i | i | i | 0 | i | i
C/C(=N/Nc1ccccc1[N+](=O)[O-])c1ccc(C)c([N+](=O)[O-])c1 | i | i | i | i | x | x | x | x | -8 | i | i
Nc1nc(-c2ccccc2)c(-c2ccccc2)o1 | i | i | i | i | i | i | i | i | -3 | i | i
CCOC(=O)N1CCN(C(=O)c2ccc3nc(N4CCCCC4)sc3c2)CC1 | i | i | i | i | i | i | i | i | 8 | i | i
CC(C)NS(=O)(=O)c1ccc2c(c1)NCC2 | i | i | i | i | i | i | i | i | -20 | i | i
Cc1cnc(C(=O)Nc2ccccc2C(=O)N2CCOCC2)cn1 | i | i | i | i | i | i | i | i | -3 | i | i

# MrgX1 antagonist: what is marked active above
compound | TRPC6 act | TRPC4 agonist | TRPC4 block | TMEM16A act | MrgX1 antagonist | TRPC4 potent
CC1=C(C(N)=O)C(c2cccc(O)c2)n2nc(CCCO)nc2N1 (stereo unspecified) | i | i | i | i | -4.7* | i

# (list continues)
compound | TRPC6 act | TRPC4 agonist | TRPC4 block | TMEM16A act | MrgX1 allo act | TMEM16A inh | MrgX1 agonist | MrgX1 antagonist | SKKanGAS inh | TRPC4 potent | TRPC6 inh
Cc1ccc(NC(=O)C(C)NC(=O)OCc2ccccc2)cc1C (stereo unspecified) | i | i | i | i | i | i | i | i | 5 | i | i
COc1ccc(CN2C(=O)c3ccccc3C2C(=O)NCC2CCCO2)c(OC)c1 (stereo unspecified) | i | i | i | i | i | i | i | i | 2 | i | i
CCc1ccc(NC(=S)Nc2cccc(OC)c2)cc1 | i | i | i | i | i | i | i | i | 6 | i | i
CCOC(=O)Cc1csc(NC(=O)/C=C/c2ccc(OC)cc2)n1 | i | i | i | i | i | i | i | i | -15 | i | i
Cc1ccc2[nH]c3c(c2c1)CCNC3=O | i | i | i | i | i | i | i | i | 6 | i | i
Cc1[nH]c2ccccc2c1/C=N/NC(=O)c1cc(C(C)C)[nH]n1 | i | i | i | i | i | i | i | i | 0 | i | i
O=C(Nc1ccc(Cl)c(C(F)(F)F)c1)[C@@H]1CC=C[C@@H]2CCN(Cc3ccccc3)C(=O)[C@@H]21 | i | i | i | i | 7.2* | i | i | i | -3 | i | i
CCCCOc1ccc(C(=O)NCC(=O)NCC(c2ccc(F)cc2)N2CCOCC2)cc1 (stereo unspecified) | i | i | i | i | i | i | i | i | 4 | i | i
COc1ccc(/C=C/C(=O)NC(=S)Nc2ccccc2C(=O)NC2CCCCC2)cc1 | i | i | i | i | i | i | i | i | 3 | i | i
CCOc1ccccc1NC(=O)COC(=O)C1CC1 | i | i | i | i | i | i | i | i | -4 | i | i
CCCOc1ccc(N2C(=O)CC(N(CCCO)C(=O)CC)C2=O)cc1 (stereo unspecified) | i | i | i | i | i | i | i | i | 1 | i | i
O=C(c1ccncc1)N1CCN(S(=O)(=O)c2cccc(F)c2)CC1 | i | i | i | i | i | i | i | i | 2 | i | i
CC(C)(C)n1ncc2c(=O)n(Cc3ccc(Cl)c(Cl)c3)cnc21 | i | i | i | i | i | i | i | i | 13 | i | i
CN(Cc1nnc(-c2ccc(F)cc2)o1)c1ccccc1 | i | i | i | i | i | i | i | i | 0 | i | i
CCCOC(=O)c1ccc(NC(=O)C2CCCO2)cc1 (stereo unspecified) | i | i | i | i | i | i | i | i | -3 | i | i
NS(=O)(=O)c1ccc(CCNC(=O)CSc2ccc([N+](=O)[O-])cc2)cc1 | i | i | i | i | i | i | i | i | -5 | i | i
O=C(CSc1nnc(COc2cccc3ccccc23)o1)N1c2ccccc2CCc2ccccc21 | i | i | i | i | i | i | i | i | 3 | i | i
COCCNC(=S)N/N=C/c1c(C)[nH]c2ccccc12 | i | i | i | i | i | i | i | i | -1 | i | i
Cc1cc(-c2nn(-c3ccccc3)cc2/C=C2\SC(N)=NC2=O)ccc1OC(C)C | i | i | i | i | i | i | i | i | 17 | i | i
CC(C)(C)NC(=O)COC(=O)c1cc(F)c(F)cc1Cl | i | i | i | x | i | i | i | i | 14 | i | i
Cc1nn(S(=O)(=O)c2cccs2)c(C)c1Sc1ccc([N+](=O)[O-])cc1 | i | i | i | i | i | 100* | i | i | 21 | i | i
CC(C)(C)NC(=O)Cn1c(SCC(=O)NC2CCCCC2)nc2ccccc21 | i | i | i | i | i | i | i | i | -5 | i | i
O=C(NCCCN1CCOCC1)c1cn(-c2ccccc2)nc1-c1cccs1 | i | i | i | i | i | i | i | i | -5 | i | i
Cc1ccc(Cn2c(=S)[nH]c3ccc(N4CCOCC4)cc3c2=O)o1 | i | i | i | i | i | i | i | i | 9 | i | i
Cc1ccc(NC(=O)O/N=C/c2ccc(Br)cc2)cc1 | i | i | i | i | i | i | i | i | 15 | i | i
CCOc1ccc(N2CC(C(=O)N3CCN(C(=O)c4ccco4)CC3)CC2=O)cc1 (stereo unspecified) | i | i | i | i | i | i | i | i | -10 | i | i
Cc1ccc(S(=O)(=O)N2CCOC2CNC(=O)C(=O)NCCCN2CCOCC2)cc1 (stereo unspecified) | i | i | i | i | i | i | i | i | -3 | i | i
O=C(NCc1ccccc1Cl)c1cnc2ccccc2n1 | i | i | i | i | i | i | i | i | 2 | 56* | i
O=C1c2ccccc2NC(c2cccs2)N1NS(=O)(=O)c1ccccc1 (stereo unspecified) | i | i | i | i | i | i | i | i | -2 | i | i
CC1CCC2C(=O)N(c3ccccc3OC(=O)c3ccccc3F)C(=O)C2C1 (stereo unspecified) | i | i | i | i | i | i | i | i | -20 | i | i
CCOC(=O)c1[nH]c2ccccc2c1NC(=S)Nc1ccccc1 | i | i | i | i | i | i | i | i | 1 | i | i
COc1ccc(-c2oc(/N=C/N3CCOCC3)c(C#N)c2-c2ccc(OC)cc2)cc1 | i | i | i | i | i | i | i | i | 26 | i | i
CCCc1ccc2oc(C(=O)N3CCC(COC)C3)c(C)c2c1 (stereo unspecified) | i | i | i | i | i | i | i | i | 2 | i | i
CN(C)C(=O)COC(=O)c1ccccc1Sc1ccccc1C#N | i | i | i | i | i | i | i | i | -3 | i | i
CC(C)CO/C(=N/S(=O)(=O)c1ccccc1)c1ccccc1 | i | i | i | i | i | i | i | i | -2 | i | i
C=CCNC(=O)c1ccc2c(=O)n(Cc3ccccc3OC)c(=S)[nH]c2c1 | i | i | i | i | i | i | i | i | 11 | i | i
O=C(CSc1nc2ccccc2c(=O)n1-c1ccccc1)NCc1ccco1 | i | i | i | x | i | i | i | i | 0 | i | i

# Source: PubChem (several laboratories)
